Screens as filed in PubChem.
SIAE primary = human SIAE inhibition, primary screen | Q9HAT2 | SIAE FP-Rh probe binding, fluorescence polarization | inhibition, % at 9.66 µM | actives 0.69% (n = 370,000);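 active means inhibition above a cutoff: mean of compounds within the control limits plus 3 SD of those, cut at about 17% in these data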;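 further: 0% = plate median of compound wells and 100% = probe without SIAE protein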
Target sequence (Q9HAT2 whole entry, looked up): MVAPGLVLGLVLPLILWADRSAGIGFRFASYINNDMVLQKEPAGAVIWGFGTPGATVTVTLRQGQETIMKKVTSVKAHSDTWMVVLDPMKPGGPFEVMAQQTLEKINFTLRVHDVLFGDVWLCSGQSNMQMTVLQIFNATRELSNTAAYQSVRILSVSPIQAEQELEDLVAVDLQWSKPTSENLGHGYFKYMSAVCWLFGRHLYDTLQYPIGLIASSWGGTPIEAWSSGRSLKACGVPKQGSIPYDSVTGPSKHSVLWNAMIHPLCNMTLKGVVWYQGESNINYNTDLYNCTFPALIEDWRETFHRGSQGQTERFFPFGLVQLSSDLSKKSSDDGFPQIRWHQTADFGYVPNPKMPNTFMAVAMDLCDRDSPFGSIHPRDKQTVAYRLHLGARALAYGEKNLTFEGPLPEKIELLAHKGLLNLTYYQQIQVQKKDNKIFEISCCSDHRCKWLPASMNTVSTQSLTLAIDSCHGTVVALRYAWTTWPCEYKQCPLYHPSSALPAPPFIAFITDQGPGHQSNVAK
PLCg1 inh = PLC-gamma1 (human) inhibition, primary screen | P19174 | purified PLC-gamma1, fluorogenic substrate, fluorescence | inhibition, % at 12.2 µM | actives 0.84% (n = 370,000) | AID 720700; in the data active means inhibition above about 9.5%
PLCb3 inh = blocks human PLC-beta3 enzyme activity | Q01970 | Purified PLC-beta3, fluorogenic substrate, fluorescence | inhibition, % at 12.2 µM | actives 0.18% (n = 370,000); in the data active means inhibition above about 11%;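 further: 0% = median of compound wells on plate and 100% = full blocker control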
ADAM10 inh = inhibits human ADAM10; actives 0.62% (n = 370,000); recombinant ADAM10, EDANS/DABCYL FRET peptide cleavage, 3 h; inhibition, % at 7 µM; O14672;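 active means inhibition above a per-campaign cutoff equal to the mean of compounds falling between control-based bounds plus 3 SD, cut at about 20% in these data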;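 further: 0% = DMSO wells while the 100% control is not disclosed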
ADAM17 inh = inhibitors of human ADAM17. AID 720648. recombinant ADAM17, EDANS/DABCYL FRET peptide cleavage. inhibition, % at 6.95 µM. P78536. actives 0.83% (n = 370,000);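 active means inhibition above the mean of compounds lying between control limits plus 3 SD, set per campaign, cut at about 8.5% in these data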;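 further: 0% = DMSO-only wells as the low control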
ASAP1 inh = blocks human ASAP1-stimulated Arf1 GTP hydrolysis. GDP FP detection. AID 624377. inhibition, % at 16.5 µM. Q9ULH1. actives 0.19% (n = 360,000); in the data active means inhibition above about 25%;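 further: 0% = vehicle with enzyme and substrate and 100% = no enzyme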
DDE Tn6 FP inh = disrupts Tn6 cyclic peptide binding to fibrin D-Dimer-E complex | P02675 | Fibrin DD(E) TRITC-Tn6 fluorescence polarization displacement | AID 720509 | inhibition, % at 8.3 µM | actives 0.21% (n = 370,000);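 active means inhibition above a per-campaign cutoff: mean of compounds within control limits plus 3 SD, cut at about 15% in these data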;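 further: 0% = median of all compound wells on the plate and 100% = blocking peptide control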
Target sequence (P02675 whole entry, looked up): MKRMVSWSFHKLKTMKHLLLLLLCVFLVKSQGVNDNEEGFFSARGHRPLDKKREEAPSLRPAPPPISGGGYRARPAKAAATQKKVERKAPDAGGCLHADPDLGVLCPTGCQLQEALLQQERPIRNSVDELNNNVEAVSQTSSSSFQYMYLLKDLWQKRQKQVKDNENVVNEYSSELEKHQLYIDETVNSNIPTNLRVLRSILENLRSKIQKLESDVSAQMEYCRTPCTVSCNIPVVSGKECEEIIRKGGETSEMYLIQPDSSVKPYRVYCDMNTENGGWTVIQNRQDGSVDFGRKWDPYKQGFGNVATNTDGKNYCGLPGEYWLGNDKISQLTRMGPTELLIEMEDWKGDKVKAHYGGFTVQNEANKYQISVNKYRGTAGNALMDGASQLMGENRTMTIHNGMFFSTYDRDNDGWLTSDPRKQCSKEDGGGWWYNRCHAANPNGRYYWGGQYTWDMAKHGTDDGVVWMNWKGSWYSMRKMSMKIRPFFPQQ
DDE Tn7 FP inh = DD(E)-Tn7 binding inhibition, primary FP screen; P02675; FP displacement of FITC-Tn7 peptide from fibrin DD(E); 0% = median of compound wells per plate; actives 0.13% (n = 370,000); inhibition, % at 8.3 µM;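 active means inhibition above the mean of compounds falling within the control limits plus 3 SD of them, cut at about 14% in these data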;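 further: 0% = plate median of compound wells and 100% = 10 µM Aha-Tn7 peptide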
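Test system: human clot-derived fibrin DD(E) complex / Quantity: 2 µM final DD(E) protein / Incubation: 10 min plus 3 h, room temperature / Measured by: fluorescence polarization / Benchmarks: high control of 10 µM Aha-Tn7 peptide / Replicates: singlicate testing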
TDP2 inh = blocks human TDP2 phosphodiesterase activity; O95551; recombinant TDP2, T5PNP hydrolysis, p-nitrophenol absorbance 415 nm; inhibition, % at 12.8 µM; actives 0.34% (n = 370,000); AID 720702;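 active means inhibition above the mean of all tested compounds plus 3 SD, set per campaign, cut at about 25% in these data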;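 further: 0% = DMSO with enzyme and 100% = buffer with substrate but no TDP2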
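Test system: Human TDP2 enzyme | Reagent: 5 mM T5PNP | Compound dosing: 12.8 µM single point, 1% DMSO | Incubation: Enzyme reaction with compound for 2 h at 37 °C | Technique: p-Nitrophenol epi absorbance | Read-out: % inhibition relative to enzyme-containing and enzyme-free wells | Benchmarks: High control without enzyme, low control DMSO plus TDP2 | Replicates: Singlicate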
ARFGAP1 inhibitor = inhibitors of rat ARFGAP1 | actives 0.26% (n = 360,000) | inhibition, % at 16.5 µM | AID 651572 | Arfgap1-stimulated ARF1 GTP hydrolysis, GDP FP detection;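 active means inhibition above a per-plate limit, mean inhibition of low control wells plus 3 SD, cut at about 25% in these data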;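 further: 0% = DMSO wells with enzyme and 100% = wells lacking Arfgap1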
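Material: rat Arfgap1 catalytic domain, aa 1-136; also added: human ARF1(Δ1-17)-GTP substrate; compound dosing: one concentration, 16.5 µM, DMSO 1.26%; incubation: GTP hydrolysis reaction 2 h at 25 °C; measured by: Tracer-displacement fluorescence polarization with EDTA stop, 620/688 nm; evaluation: % inhibition from polarization; repeats: one replicate per compound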
Starred values were filed as active, the others as inactive. Rows are unselected (roughly 3.6% active in at least one column).

SMILES | SIAE primary | PLCg1 inh | PLCb3 inh | ADAM10 inh | ADAM17 inh | ASAP1 inh | DDE Tn6 FP inh | DDE Tn7 FP inh | TDP2 inh | ARFGAP1 inhibitor
O=C1NC(CCc2ccccc2)C(=O)N1Cc1cccc2ccccc12 (stereo not drawn) | 2 | -4 | -4 | 5 | 2 | 3 | 11 | 3 | -1 | -6
COCC(=O)N/N=C\c1ccc(OC/C=C/c2ccccc2)c(OC)c1 | 1 | -34 | -46 | -24 | -7 | 3 | 1 | -3 | -5 | 5
O=C(NCCc1nc(-c2ccccc2Cl)no1)C1CCCCC1 | -3 | 3 | 2 | -3 | -2 | 8 | -6 | -4 | -7 | 16
CCOC(=O)N/N=C(\C)c1ccccc1OC(F)F | 8 | 1 | 0 | -2 | -5 | 1 | -11 | 2 | 10 | 0
COc1cccc(NC(=O)CSc2nnnn2C2CCCCC2)c1 | -2 | 1 | -7 | -3 | 0 | 14 | -2 | 2 | -2 | 22
Cc1cc(C)cc(NC(=O)COC(=O)Cn2cnc3c2c(=O)n(C)c(=O)n3C)c1 | -2 | -3 | -1 | -5 | -6 | 1 | -5 | -6 | 0 | 15
O=C(/C=C/c1ccco1)N(Cc1cccc(F)c1)C1CCS(=O)(=O)C1 (stereo not drawn) | 7 | -8 | -13 | 0 | 1 | -12 | -11 | -1 | -1 | -5
O=C(NCCOc1ccccc1F)c1cc(F)c(F)cc1Cl | 0 | -2 | -1 | 0 | 1 | -8 | -1 | 2 | -5 | -4
Cn1c2ccccc2c2nn(-c3ccccc3)c(=O)cc21 | 5 | -119 | -157 | -13 | -7 | 8 | 2 | 1 | 7 | -4
Cc1cc2ncc(-c3cccc(Cl)c3)cn2n1 | -3 | 1 | -12 | -6 | -1 | -10 | -5 | 1 | -16 | -4

Some values from the entries so far:
Under DDE Tn7 FP inh, `O=C1NC(CCc2ccccc2)C(=O)N1Cc1cccc2ccccc12` (stereo not drawn) has the entry 3
Under TDP2 inh, `COCC(=O)N/N=C\c1ccc(OC/C=C/c2ccccc2)c(OC)c1` has the entry -5

Continuation:
SMILES | SIAE primary | PLCg1 inh | PLCb3 inh | ADAM10 inh | ADAM17 inh | ASAP1 inh | DDE Tn6 FP inh | DDE Tn7 FP inh | TDP2 inh | ARFGAP1 inhibitor
COC(=O)C1=C(NC(=O)C(C)(C)C)CCS1 | 17* | -7 | -5 | -3 | -1 | -7 | -9 | 2 | 7 | 6
O=C(/C=C/c1ccc(S(=O)(=O)NCc2ccco2)cc1)NCc1cccc(Cl)c1 | -19 | -4 | -2 | 8 | 2 | 3 | -4 | -3 | -9 | 7
O=c1[nH]cnc2sc3c(c12)CCC3 | 10 | 2 | -7 | -7 | -5 | -5 | -4 | 0 | -2 | -3
CN(c1cccc(NC(=O)CN(c2cccc(Cl)c2)S(=O)(=O)c2ccc(Cl)cc2)c1)S(C)(=O)=O | -12 | 3 | 0 | 18 | 11* | 5 | 2 | 1 | -6 | 9
NC(=S)NN=C1c2cc(OCCN3CCOCC3)ccc2-c2ccc(OCCN3CCOCC3)cc21 | 12 | 6 | 8 | 3 | 4 | 25* | -9 | -5 | -7 | 5
O=C(COc1ccc2c3c(c(=O)oc2c1)CCC3)Nc1ccc(CCO)cc1 | -16 | -2 | -10 | -15 | -6 | 0 | 2 | -1 | 3 | -14
COCCOc1ccc(C(F)(F)F)cc1NC(=O)COC(=O)Cc1c[nH]c2ccccc12 | -6 | -3 | -4 | -9 | 0 | 5 | -12 | 3 | -5 | 6
COc1cc(NC(=O)c2cc(-c3ccc(C)cc3)on2)cc(OC)c1OC | -13 | -2 | -7 | 9 | -2 | 5 | 3 | 9 | 0 | -9
CN1CCN(c2ccc(S(=O)(=O)N3CCCCC3)cc2NC(=O)COc2ccc([N+](=O)[O-])cc2)CC1 | 3 | 8 | -5 | -12 | 1 | -4 | -5 | -3 | -3 | 8
O=C(NCCN1CCOCC1)c1c(F)c(F)c(F)c(F)c1F | -3 | -1 | -3 | -12 | -1 | -8 | -3 | -2 | -2 | 1

4 records picked at random from the list so far, as already listed:
SMILES | SIAE primary | PLCg1 inh | PLCb3 inh | ADAM10 inh | ADAM17 inh | ASAP1 inh | DDE Tn6 FP inh | DDE Tn7 FP inh | TDP2 inh | ARFGAP1 inhibitor
O=C1NC(CCc2ccccc2)C(=O)N1Cc1cccc2ccccc12 (stereo not drawn) | 2 | -4 | -4 | 5 | 2 | 3 | 11 | 3 | -1 | -6
COCC(=O)N/N=C\c1ccc(OC/C=C/c2ccccc2)c(OC)c1 | 1 | -34 | -46 | -24 | -7 | 3 | 1 | -3 | -5 | 5
NC(=S)NN=C1c2cc(OCCN3CCOCC3)ccc2-c2ccc(OCCN3CCOCC3)cc21 | 12 | 6 | 8 | 3 | 4 | 25* | -9 | -5 | -7 | 5
O=C(/C=C/c1ccc(S(=O)(=O)NCc2ccco2)cc1)NCc1cccc(Cl)c1 | -19 | -4 | -2 | 8 | 2 | 3 | -4 | -3 | -9 | 7

(more compounds)
SMILES | SIAE primary | PLCg1 inh | PLCb3 inh | ADAM10 inh | ADAM17 inh | ASAP1 inh | DDE Tn6 FP inh | DDE Tn7 FP inh | TDP2 inh | ARFGAP1 inhibitor
NC(=N\N=CCc1ccccc1)/C(N)=N/N=CCc1ccccc1 | 4 | 0 | -3 | -8 | -4 | 3 | 8 | 4 | 11 | -4
O=C(NCc1ccccn1)Nc1ccccc1Cl | -3 | 4 | -4 | -1 | 2 | 9 | -8 | -5 | -9 | 11
Cc1cc(C)n2nc(NCc3ccccc3)nc2n1 | 0 | -39 | -46 | -238 | -64 | -4 | 9 | -2 | 7 | -7
CCNC(=O)C1(C)CCN(C(=O)c2ccc(OC)cc2)C1 (stereo not drawn) | 0 | 1 | 2 | -11 | -4 | 1 | 5 | -6 | -5 | -2
Cc1cc(C)n2nc(-c3ccc(Br)cc3)cc2n1 | -2 | -25 | -29 | 2 | -5 | 8 | -1 | -2 | -10 | -4
O=C(Nc1ccccc1C(F)(F)F)N1CCC(N2CCCCC2)CC1 | 4 | 0 | 1 | -6 | -4 | 1 | 4 | -2 | 3 | -9
N#Cc1cc2c(nc1SCc1ccccc1)CCC2 | 1 | 3 | 2 | -12 | 1 | -9 | 5 | 0 | 9 | 4
Cc1ccc2c(c1)N(S(=O)(=O)c1ccc3c(c1)NC(=O)CC(=O)N3)CCO2 | 0 | 0 | 4 | -3 | -1 | 10 | 7 | -5 | 2 | 5
COc1ccc(N2CCN(C(=O)Cc3ccc(-n4c(=O)[nH]c5ccccc5c4=O)cc3)CC2)cc1 | 4 | 3 | 1 | -22 | -5 | -4 | 2 | 6 | -6 | -10
COc1ccc(-n2c(SCc3ccc([N+](=O)[O-])cc3)nnc2-c2ccccc2)cc1 | -1 | 0 | 0 | 2 | 4 | 2 | 2 | 1 | -3 | -5
CC1=CC2=NC(=O)/C(=C\c3cc(C)n(-c4ccccc4F)c3C)C(=N)N2O1 | -14 | -42 | -46 | 2 | 1 | 18 | -9 | -8 | -16 | 13
COc1ccc(C(O)P(=O)(OCCC(C)C)c2ccc(N(C)C)cc2)cc1 (stereo not drawn) | 2 | 3 | 8 | 5 | -1 | -3 | -1 | -2 | -5 | 7
Cc1ccc(C)c(NC(=O)CSc2nnc([C@@H](N)Cc3ccccc3)o2)c1 | 12 | -2 | 0 | 0 | -6 | -3 | 8 | 6 | 13 | -2
COc1cc(C(=O)NCC(=O)N/N=C(\C)Cc2ccccc2)cc(OC)c1OC | 8 | 3 | -6 | -1 | -3 | 6 | 5 | 10 | 8 | -2
CCc1nnc(NC(=O)c2ccc3c(c2)C(=O)N(CC)C3=O)s1 | 0 | 2 | 2 | 0 | -1 | -5 | 2 | 4 | 1 | 4
Cn1c(C(=O)NC2CCCCC2)cc2c(=O)n(C)c3ccccc3c21 | -4 | -3 | -1 | -6 | 0 | 1 | -3 | -4 | -7 | 7
NC(=O)c1ncc(C(F)(F)F)cc1Oc1ccc(C(F)(F)F)cc1 | 10 | -1 | 2 | -4 | -4 | 11 | -4 | 2 | 5 | 5
Nc1cc(=O)[nH]c(SCC(=O)Nc2cccc(Cl)c2Cl)n1 | 10 | 4 | -3 | -2 | -3 | 0 | 6 | -3 | -6 | 6
COc1ccc(-c2noc(Cc3cccs3)n2)cc1 | -1 | 1 | 1 | -4 | -4 | 2 | 8 | -1 | -6 | 10
COc1ccc(NC(=O)CCC(=O)Nc2nnc(CC(C)C)s2)cc1Cl | -3 | -1 | -7 | -4 | -2 | 0 | -4 | -1 | 8 | -1
CC(NC(=O)C1CCCCC1)C(c1cccs1)N1CCN(C)CC1 (stereo not drawn) | -4 | 1 | 4 | 0 | -2 | -2 | -3 | -8 | -11 | -3
COc1nc2ccc(C)cc2cc1-c1noc(-c2cccnc2)n1 | -5 | -3 | 0 | 2 | 0 | -4 | 3 | 8 | 8 | -11
CCN1C(=O)C(=O)N(CC(=O)NC(C)CCc2ccccc2)C1=O (stereo not drawn) | -3 | -4 | -2 | -3 | 0 | -11 | -5 | 3 | -9 | 8
COc1cccc(S(=O)(=O)Nc2ccc(C(=O)N3CCN(C(=O)c4ccco4)CC3)cc2)c1 | -4 | 1 | -1 | -1 | -5 | -2 | -4 | 4 | 0 | 1
O=c1cc(C(F)(F)C(F)F)oc2ccccc12 | -8 | 1 | 0 | 2 | -8 | 1 | -4 | 0 | -9 | 11
O=C1N=C2N(CCN3CCCCC3)c3ccccc3N2/C1=C\c1ccc([N+](=O)[O-])s1 | -3 | 1 | 2 | 0 | -1 | 0 | -4 | -5 | 1 | 4
CCOc1nc2cnccc2n(CC(=O)Nc2ccccc2C(=O)OC)c1=O | 7 | -3 | -4 | -15 | 0 | -2 | -3 | 4 | -7 | 11
